CHRM5 antagonist = blocks acetylcholine activation of human M5 receptor | inhibition, % at 3 µM | 360,000 tested, 0.59% active | CHO-hM5 cells, Fluo-8 calcium fluorescence, ACh EC80;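 active = inhibition above a per-plate cutoff, the mean of that plate's test compounds plus 3 SD, cut at about 27% in these data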;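 note: 0% = acetylcholine EC80 with DMSO and 100% = DMSO without agonist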
CRFR2-BP ag = CRF-BP/CRF-R2 complex agonism; HEK293 CRF-R2/CRF-BP, calcium dye fluorescence (FLIPR); percent of saturating CRF peptide response; activation, % at 13.2 µM; 350,000 tested, 0.46% active;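 active = activation of at least 50%, plus an integration ratio under a set limit after plate pattern correction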;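 note: plate controls were neutral control wells without compound for no effect and CRF at EC100 for full effect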
M4 antag = CHRM4 antagonism in calcium assay; P08173; CHO-hM4 cells, ACh EC80, Fluo-8 calcium fluorescence; inhibition, % at 3 µM; 360,000 tested, 0.73% active;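 active = inhibition above its plate's cutoff, the mean inhibition of sample wells plus 3 SD, cut at about 27% in these data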;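 note: 0% = acetylcholine EC80 with DMSO and 100% = DMSO without agonist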
Target sequence (P08173 whole entry, looked up): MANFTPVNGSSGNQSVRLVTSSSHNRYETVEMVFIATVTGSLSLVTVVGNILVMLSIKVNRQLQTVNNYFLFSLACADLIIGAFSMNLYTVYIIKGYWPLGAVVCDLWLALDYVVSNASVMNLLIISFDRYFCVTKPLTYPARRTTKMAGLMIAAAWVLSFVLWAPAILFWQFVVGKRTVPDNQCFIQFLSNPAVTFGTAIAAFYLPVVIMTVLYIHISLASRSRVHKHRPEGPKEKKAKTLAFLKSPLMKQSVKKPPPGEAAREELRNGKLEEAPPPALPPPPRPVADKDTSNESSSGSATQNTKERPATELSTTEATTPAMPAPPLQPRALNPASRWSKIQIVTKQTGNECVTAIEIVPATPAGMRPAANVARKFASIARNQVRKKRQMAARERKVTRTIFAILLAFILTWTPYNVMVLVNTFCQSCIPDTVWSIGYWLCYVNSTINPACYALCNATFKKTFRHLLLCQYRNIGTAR
M1 PAM = positive allosteric modulators of human M1 muscarinic receptor | P11229 | AID 588819 | 360,000 tested, 0.088% active | activation, % at 3 µM | CHO-K1 hM1, Fluo-8 calcium fluorescence, ACh EC20; 0% = ACh EC20, 100% = maximal ACh; in the data active = activation above about 19%, passing the limit was not always enough
Target sequence (P11229 whole entry, looked up): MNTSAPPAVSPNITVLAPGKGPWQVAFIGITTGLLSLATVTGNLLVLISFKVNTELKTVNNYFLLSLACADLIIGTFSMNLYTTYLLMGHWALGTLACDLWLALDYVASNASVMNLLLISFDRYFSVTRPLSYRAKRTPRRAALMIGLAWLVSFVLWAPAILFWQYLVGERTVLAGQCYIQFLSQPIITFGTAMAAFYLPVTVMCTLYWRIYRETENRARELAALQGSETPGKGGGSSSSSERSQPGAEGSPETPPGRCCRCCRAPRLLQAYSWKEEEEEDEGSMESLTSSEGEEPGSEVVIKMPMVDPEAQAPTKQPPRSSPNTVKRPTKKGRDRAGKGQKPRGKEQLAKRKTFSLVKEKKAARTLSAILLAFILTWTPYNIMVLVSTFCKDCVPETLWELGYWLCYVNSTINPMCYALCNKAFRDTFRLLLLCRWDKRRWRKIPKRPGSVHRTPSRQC
CHRM5 PAM = CHRM5 positive allosteric modulation. P08912. CHO-K1 hM5, Fluo-8 calcium, ACh EC20 PAM; 0% = ACh EC20, 100% = ACh EC100. activation, % at 3 µM. 360,000 tested, 0.3% active. AID 624038;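 active = activation above the run cutoff, the mean activation of all test compounds plus 3 SD, cut at about 18% in these data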
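System: CHO-K1 hM5 cells. Reagent: acetylcholine, EC20 level. Compound dosing: single dose, 3 µM nominal final test concentration. Timing: Post-acetylcholine fluorescence recording 140 s. Detection: Fluo-8 calcium fluorescence. Read-out: % activation, ACh-normalized. Benchmarks: ACh EC20 and EC100 wells. Repeats: singlicate, one well per test compound.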
CHRM4 PAM = CHRM4 positive allosteric modulation; CHO-K1 hM4/Gqi5, Fluo-8 calcium fluorescence, ACh EC20; 0% = ACh EC20, 100% = maximal ACh; activation, % at 3 µM; 360,000 tested, 0.4% active; AID 624126;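 active = activation above its plate's cutoff, the mean activation of sample wells plus 3 SD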; note: some results filed as inactive read as strong as hits
M5 ag = agonists of human muscarinic M5 receptor (CHRM5); 360,000 tested, 0.19% active; activation, % at 3 µM; CHO-K1 hM5 cells, Fluo-8 calcium fluorescence; 0% DMSO wells, 100% maximal acetylcholine response; AID 624037; P08912;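 active = activation above the run's mean over test compounds plus 3 SD, cut at about 23% in these data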;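 note: signal is peak over basal fluorescence ratio across the kinetic read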
CHRM4 agonist = agonists of human muscarinic M4 receptor (CHRM4); P08173; CHO-K1 hM4/Gqi5, Fluo-8 calcium fluorescence; vehicle 0%, full acetylcholine response 100%; activation, % at 3 µM; 360,000 tested, 0.14% active; AID 624127;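 active = activation above the run mean over all test wells plus 3 SD, cut at about 32% in these data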;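 note: peak over basal fluorescence ratio per well then scaled between controls; 0% = DMSO wells and 100% = acetylcholine at EC100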
CRFR2-BP antag = blocks CRF-induced signaling of the CRF-BP/CRF-R2 complex | 350,000 tested, 0.59% active | HEK293 CRF-R2/CRF-BP, CRF-induced calcium fluorescence | inhibition, % at 11.8 µM;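 active = inhibition of the ligand-induced calcium signal above about 50% at the single tested concentration, limit read from the data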
* hit, by the source's call.

For COc1ccc(N(CC(=O)NC(C)c2ccccc2)S(=O)(=O)c2ccc(C)cc2)cc1 (stereo not given) the results were CHRM5 antagonist -11, CRFR2-BP ag -1.4, M4 antag -25, M1 PAM 4, CHRM5 PAM 4, CHRM4 PAM 5, M5 ag -3, CHRM4 agonist 5 and CRFR2-BP antag -4.
For COc1ccc(C(C(=O)NCC2CCCO2)N(C(=O)CNC(=O)c2cccs2)c2ccccc2C)cc1OC (stereo not given) the results were CHRM5 antagonist -13, CRFR2-BP ag -1.5, M4 antag 1, M1 PAM 11, CHRM5 PAM 6, CHRM4 PAM 0, M5 ag -1, CHRM4 agonist 0 and CRFR2-BP antag -4.
For CC1(C)CC(=O)C/C(=N\NC(=O)CCc2ccc(S(=O)(=O)N3CCOCC3)cc2)C1 the results were CHRM5 antagonist -4, CRFR2-BP ag -1.9, M4 antag -8, M1 PAM 2, CHRM5 PAM 7, CHRM4 PAM 2, M5 ag 4, CHRM4 agonist 0 and CRFR2-BP antag 8.
Screening O=C(c1ccc(Cl)c(Cl)c1)N1CCC(=O)N(C(COCc2ccccc2)Cc2ccccc2)CC1 (stereo not given) returned CHRM5 antagonist 6, CRFR2-BP ag -0.2, M4 antag -9, M1 PAM -2, CHRM5 PAM -2, CHRM4 PAM -7, M5 ag 0, CHRM4 agonist 7 and CRFR2-BP antag -4.
`CN1CCC(C)(C(=O)Nc2cccc3c2CCCC3)C1` (stereo not given) gave CHRM5 antagonist 7, M4 antag -20, M1 PAM 7, CHRM5 PAM 0, CHRM4 PAM -1, M5 ag 0 and CHRM4 agonist 0.
O=C(O)c1ccc(CNC(=O)c2ccc(Br)o2)cc1 was read as CHRM5 antagonist 6, CRFR2-BP ag -0.8, M4 antag 16, M1 PAM 4, CHRM5 PAM -1, CHRM4 PAM 0, M5 ag -1, CHRM4 agonist 1 and CRFR2-BP antag 3.
For N/C(Cc1ccc(Cl)cc1)=N\OC(=O)C1CCCCC1 the results were CHRM5 antagonist 6, CRFR2-BP ag -1.6, M4 antag 1, M1 PAM 4, CHRM5 PAM -2, CHRM4 PAM 1, M5 ag -4, CHRM4 agonist -1 and CRFR2-BP antag 8.
For CC(OC(=O)c1ccc(Cl)nc1)C(=O)NC1(C#N)CCCCC1 (stereo not given) the results were CHRM5 antagonist 4, CRFR2-BP ag 1.8, M4 antag -5, M1 PAM 8, CHRM5 PAM 3, CHRM4 PAM -4, M5 ag -2, CHRM4 agonist 1 and CRFR2-BP antag 4.
CC(C)CC(C(=O)OCC(=O)c1c(N)n(C)c(=O)n(C)c1=O)N1C(=O)C2CC=CCC2C1=O (stereo not given) was read as CHRM5 antagonist 7, CRFR2-BP ag 1.6, M4 antag 5, M1 PAM 5, CHRM5 PAM -2, CHRM4 PAM -1, M5 ag -3, CHRM4 agonist 3 and CRFR2-BP antag -9.
Cc1cccc(C)c1NC(=O)c1nc(S(=O)(=O)Cc2ccccc2)ncc1Cl was read as CHRM5 antagonist 3, CRFR2-BP ag -0.8, M4 antag 14, M1 PAM 5, CHRM5 PAM 2, CHRM4 PAM -6, M5 ag -1, CHRM4 agonist 5 and CRFR2-BP antag -7.
For O=C(COc1ccccc1)N=C1SC2CS(=O)(=O)CC2N1c1ccc(F)cc1F (stereo not given) the results were CHRM5 antagonist 8, CRFR2-BP ag 3.9, M4 antag -7, M1 PAM 5, CHRM5 PAM -5, CHRM4 PAM 1, M5 ag -2, CHRM4 agonist 2 and CRFR2-BP antag -1.
For CN(CC(=O)Nc1ccc(N2CCOCC2)cc1)CC(=O)Nc1ccccc1[N+](=O)[O-] the results were CHRM5 antagonist -1, CRFR2-BP ag -1.3, M4 antag -7, M1 PAM 9, CHRM5 PAM -3, CHRM4 PAM 9, M5 ag -2, CHRM4 agonist 1 and CRFR2-BP antag 22.
For O=C(Nc1cccc(C(F)(F)F)c1)c1cccc(NS(=O)(=O)c2ccc(O)c(C(=O)O)c2)c1 the results were CHRM5 antagonist 2, CRFR2-BP ag 2.5, M4 antag -10, M1 PAM 12, CHRM5 PAM -3, CHRM4 PAM 6, M5 ag -2, CHRM4 agonist 0 and CRFR2-BP antag 23.
For Nc1ncnc2c1CN(Cc1ccccc1)CC2 the results were CHRM5 antagonist 0, CRFR2-BP ag 13, M4 antag 10, M1 PAM -11, CHRM5 PAM -2, CHRM4 PAM -3, M5 ag -1, CHRM4 agonist 0 and CRFR2-BP antag -33.
Screening CCN(CC)c1ccc(C(=C2C=CC(=[N+](CC)CC)C=C2)c2ccc(S(=O)(=O)O)cc2S(=O)(=O)[O-])cc1 returned CHRM5 antagonist -5, CRFR2-BP ag -2.5, M4 antag -16, M1 PAM 6, CHRM5 PAM 2, CHRM4 PAM 4, M5 ag -5, CHRM4 agonist 0 and CRFR2-BP antag 5.
`Cc1ccccc1NC(=O)NC1(C(=O)NCCCN2CCOCC2)CCCCC1` gave CHRM5 antagonist -4, CRFR2-BP ag -2.9, M4 antag 6, M1 PAM 6, CHRM5 PAM 0, CHRM4 PAM 0, M5 ag 3, CHRM4 agonist 0 and CRFR2-BP antag 13.
For S=c1[nH]nc(-c2ccncc2)n1/N=C/C=C/c1ccccc1 the results were CHRM5 antagonist 1, CRFR2-BP ag -3.8, M4 antag -8, M1 PAM 14, CHRM5 PAM 2, CHRM4 PAM 11, M5 ag 19, CHRM4 agonist 0 and CRFR2-BP antag -6.
For CN(C)C(CNC(=O)c1ccc2nc[nH]c2c1)c1ccccc1 (stereo not given) the results were CHRM5 antagonist 4, CRFR2-BP ag -0.3, M4 antag -5, M1 PAM 2, CHRM5 PAM 0, CHRM4 PAM -8, M5 ag 5, CHRM4 agonist 0 and CRFR2-BP antag 4.
For O=C(Nc1nccs1)C1CCCN(S(=O)(=O)c2cccc3cccnc23)C1 (stereo not given) the results were CHRM5 antagonist 8, CRFR2-BP ag -5.9, M4 antag -5, M1 PAM -8, CHRM5 PAM -17, CHRM4 PAM -8, M5 ag 6, CHRM4 agonist 15 and CRFR2-BP antag 4.
`CCC(C)[C@H](NC(=O)N1CC(=O)Nc2ccccc21)C(=O)N1CCC[C@@H]1C(=O)O` (stereo not given in full) gave CHRM5 antagonist 5, CRFR2-BP ag -0.9, M4 antag -14, M1 PAM -2, CHRM5 PAM -3, CHRM4 PAM -1, M5 ag 1, CHRM4 agonist 0 and CRFR2-BP antag 5.
For CCN(CC)CCCC(C)NC(=O)c1cccc(S(=O)(=O)N2CCc3ccccc32)c1 (stereo not given) the results were CHRM5 antagonist 8, CRFR2-BP ag 0.0, M4 antag 9, M1 PAM -9, CHRM5 PAM 3, CHRM4 PAM -8, M5 ag -13, CHRM4 agonist 0 and CRFR2-BP antag 1.
For COc1ccc(CCNC(=O)c2cc(C(=O)c3cc(Cl)ccc3O)cn(CCc3ccc(OC)cc3)c2=O)cc1 the results were CHRM5 antagonist 2, CRFR2-BP ag 0.5, M4 antag -6, M1 PAM -6, CHRM5 PAM -7, CHRM4 PAM 3, M5 ag 1, CHRM4 agonist 6 and CRFR2-BP antag 5.
For c1ccc2oc(-c3[nH]ncc3CN(Cc3ccncc3)CC3CCCO3)cc2c1 (stereo not given) the results were CHRM5 antagonist -9, CRFR2-BP ag 0.0, M4 antag -2, M1 PAM 7, CHRM5 PAM 1, CHRM4 PAM -3, M5 ag 0, CHRM4 agonist 2 and CRFR2-BP antag 2.
`COc1cccc(C(=O)C2CCCN(Cc3cccn3-c3cccnc3)C2)c1` (stereo not given) gave CHRM5 antagonist 1, CRFR2-BP ag -0.8, M4 antag 0, M1 PAM -2, CHRM5 PAM -7, CHRM4 PAM -4, M5 ag -3, CHRM4 agonist 2 and CRFR2-BP antag 2.
`COc1ccc(NC2CCCN(C(=O)c3ccc(C)nc3)C2)cc1` (stereo not given) gave CHRM5 antagonist -1, CRFR2-BP ag 0.2, M4 antag -9, M1 PAM 7, CHRM5 PAM 0, CHRM4 PAM 4, M5 ag -2, CHRM4 agonist 1 and CRFR2-BP antag -10.
Screening COc1ccc(N2C(=O)CC(c3ccccc3)C2=O)cc1 (stereo not given) returned CHRM5 antagonist 11, CRFR2-BP ag 0.1, M4 antag -2, M1 PAM 4, CHRM5 PAM -4, CHRM4 PAM -4, M5 ag -3, CHRM4 agonist 0 and CRFR2-BP antag 6.
Cc1ccc(S(=O)(=O)N2C[C@H]3C(=O)C[C@@H](c4cccc(C)c4)N(S(=O)(=O)c4ccc(C)cc4)[C@H]3C[C@H]2c2ccccc2)cc1 was read as CHRM5 antagonist -9, M4 antag -8, M1 PAM 7, CHRM5 PAM 8, CHRM4 PAM -3, M5 ag 1 and CHRM4 agonist 1.
`CC1CCCCC12NC(=O)N(CC(=O)OCc1c(F)cccc1Cl)C2=O` (stereo not given) gave CHRM5 antagonist 9, CRFR2-BP ag -3.7, M4 antag 6, M1 PAM -3, CHRM5 PAM -4, CHRM4 PAM -2, M5 ag -4, CHRM4 agonist 0 and CRFR2-BP antag -9.
Screening Cc1cc(C2=NNC(=NCCc3ccccc3)SC2)c(C)n1CC1CCCO1 (stereo not given) returned CHRM5 antagonist 2, CRFR2-BP ag 1.7, M4 antag -1, M1 PAM -8, CHRM5 PAM 2, CHRM4 PAM -9, M5 ag -3, CHRM4 agonist 0 and CRFR2-BP antag 3.
For NC(=O)CC(NC(=O)Cc1cccc2ccccc12)c1ccc(NCc2cc(F)ccc2F)c([N+](=O)[O-])c1 (stereo not given) the results were CHRM5 antagonist 15, CRFR2-BP ag -1.1, M4 antag 10, M1 PAM -7, CHRM5 PAM -3, CHRM4 PAM 2, M5 ag 1, CHRM4 agonist 0 and CRFR2-BP antag 16.
For CCOC(=O)c1c(NC(=O)Cn2nc(C(F)(F)F)cc2C)sc(C)c1C the results were CHRM5 antagonist -11, CRFR2-BP ag 2.2, M4 antag -26, M1 PAM 5, CHRM5 PAM 6, CHRM4 PAM 5, M5 ag -3, CHRM4 agonist 1 and CRFR2-BP antag 23.
Screening Cc1ccc(NC(=O)CN(C)C(=O)c2cccc(S(=O)(=O)N3CCCC3)c2)cc1 returned CHRM5 antagonist 0, CRFR2-BP ag -0.8, M4 antag -20, M1 PAM 4, CHRM5 PAM 0, CHRM4 PAM 6, M5 ag -3, CHRM4 agonist 0 and CRFR2-BP antag 6.

Ordered by SMILES length (ascending): some entries from above.
For CCN(CC)CCCC(C)NC(=O)c1cccc(S(=O)(=O)N2CCc3ccccc32)c1 (stereo not given) the results were CHRM5 antagonist 8, CRFR2-BP ag 0.0, M4 antag 9, M1 PAM -9, CHRM5 PAM 3, CHRM4 PAM -8, M5 ag -13, CHRM4 agonist 0 and CRFR2-BP antag 1.
Screening Cc1ccc(NC(=O)CN(C)C(=O)c2cccc(S(=O)(=O)N3CCCC3)c2)cc1 returned CHRM5 antagonist 0, CRFR2-BP ag -0.8, M4 antag -20, M1 PAM 4, CHRM5 PAM 0, CHRM4 PAM 6, M5 ag -3, CHRM4 agonist 0 and CRFR2-BP antag 6.
For COc1ccc(CCNC(=O)c2cc(C(=O)c3cc(Cl)ccc3O)cn(CCc3ccc(OC)cc3)c2=O)cc1 the results were CHRM5 antagonist 2, CRFR2-BP ag 0.5, M4 antag -6, M1 PAM -6, CHRM5 PAM -7, CHRM4 PAM 3, M5 ag 1, CHRM4 agonist 6 and CRFR2-BP antag 5.
Cc1ccc(S(=O)(=O)N2C[C@H]3C(=O)C[C@@H](c4cccc(C)c4)N(S(=O)(=O)c4ccc(C)cc4)[C@H]3C[C@H]2c2ccccc2)cc1 was read as CHRM5 antagonist -9, M4 antag -8, M1 PAM 7, CHRM5 PAM 8, CHRM4 PAM -3, M5 ag 1 and CHRM4 agonist 1.
